SV40 large T antigen: SV40 large T antigen inhibitors, biochemical (AID 1903); SV40 large T antigen ATPase/helicase inhibition assay; higher % means a stronger effect; inhibition, % at 20 µM; hits with a dose series show IC50 in µM; 310,000 tested, 0.39% active; in the data active = a potency from the dose series; inconclusive = inhibition mostly from about 32% at the one dose, without a potency; inactive = the rest, 99 in 100 with inhibition below about 32%; also: strong numbers were not always called active
Dengue-2 NS5 capping: Dengue-2 NS5 methyltransferase inhibitors, primary screen, biochemical, confirmation dose response (AID 588689). Genome polyprotein (Dengue virus type 2 (strain 16681-PDK53)). Dengue-2 NS5 methyltransferase capping enzyme assay, biochemical; higher % means a stronger effect. one-dose inhibition, % at 25 µM; IC50 in µM for titrated hits. 340,000 tested, 0.3% active; in the data active = a potency from the dose series; inconclusive = inhibition above about 29% without an active follow-up result
West Nile virus CPE: West Nile virus antiviral activity, cell-based, CPE readout (AID 1621) | West Nile virus-infected cells, CPE inhibition; higher % means a stronger effect | CPE inhibition, % at 10 µM; hits with a dose series show IC50 in µM | 290,000 tested, 0.02% active; in the data active = a potency from the dose series; inconclusive = CPE inhibition mostly from about 3.7% at the one dose, without a potency; inactive = the rest, 99 in 100 with CPE inhibition below about 2.2%; also: strong numbers were not always called active
Siah-1 displacement: Siah-1 peptide-binding antagonists, primary screen, biochemical, fluorescence polarization, rhodamine-plectin, uHTS (AID 1817); E3 ubiquitin-protein ligase SIAH1 (Homo sapiens); Siah-1 / rhodamine-plectin peptide fluorescence polarization; higher % means a stronger effect; displacement, % at 20 µM, or IC50 in µM where a hit was titrated; 290,000 tested, 0.02% active;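 active = displacement of at least 50% at 20 µM, with a fluorescence ratio check between 0.3 and a set limit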;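 also: plate controls were Siah plus tracer with DMSO for no effect and tracer alone without Siah for full effect; strong numbers were not always called active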
AID2073: inhibitors of Mint1-CaV2.2 protein interaction, biochemical, HTRF (AID 2073); inhibition, % at 20 µM, or IC50 in µM where a hit was titrated; HTRF protein-protein interaction, Mint1-CaV2.2; higher % means a stronger effect; 290,000 tested, 0.19% active; Voltage-dependent N-type calcium channel subunit alpha-1B (Homo sapiens); in the data active = inhibition mostly above about 51%, no sharp cut-off; inconclusive = no clear call, values can overlap the other calls; inactive = mostly below about 53%; also: some results filed as inactive read as strong as hits
UTI89 phage lysis: inhibition of K1F phage lysis, E. coli UTI89, bacterial capsule biogenesis inhibitors, alamar blue (AID 488966) | E. coli UTI89 K1F phage lysis, alamar blue, 2 h; higher % means a stronger effect | one-dose inhibition, % at 100 µM; IC50 in µM for titrated hits | 340,000 tested, 0.02% active;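 active = phage lysis inhibition, versus mean bacterial control, above a set limit; inconclusive = no clear call, values can overlap the other calls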;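 also: capsule biogenesis inhibitors block K1F phage lysis so surviving cells raise fluorescence; higher fluorescence means more inhibition of phage lysis; actives were called in the ten point dose series up to 300 µM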
RSV CPE inhibition: RSV antiviral activity via CPE protection, HEp-2 cells, primary 10 µM value included (AID 2391) | HEp-2 cells, RSV-induced CPE inhibition; higher % means a stronger effect | CPE inhibition, % at 10 µM, or IC50 in µM where a hit was titrated | 310,000 tested, 0.13% active; in the data active = a potency from the dose series; inconclusive = CPE inhibition mostly from about 23% at the one dose, without a potency; inactive = the rest, 99 in 100 with CPE inhibition below about 21%; also: strong numbers were not always called active
NTR1 ag: agonists of NTR1, primary screen, imaging, U2OS cells, beta-arrestin-GFP, high content (AID 493036); Neurotensin receptor type 1 (Homo sapiens), P30989; NTR1-U2OS beta-arrestin-GFP spot imaging, agonist mode; activation, % at 20 µM; 330,000 tested, 0.17% active;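 active = activation at or above 40% of the spot to cytoplasm intensity ratio, with at least 20 cells analyzed; inconclusive = wells under 20 cells, flagged as cytotoxic or low count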;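 also: 0% = DMSO without peptide and 100% = 100 nM NTR1 peptide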
Target sequence (P30989 whole entry, looked up): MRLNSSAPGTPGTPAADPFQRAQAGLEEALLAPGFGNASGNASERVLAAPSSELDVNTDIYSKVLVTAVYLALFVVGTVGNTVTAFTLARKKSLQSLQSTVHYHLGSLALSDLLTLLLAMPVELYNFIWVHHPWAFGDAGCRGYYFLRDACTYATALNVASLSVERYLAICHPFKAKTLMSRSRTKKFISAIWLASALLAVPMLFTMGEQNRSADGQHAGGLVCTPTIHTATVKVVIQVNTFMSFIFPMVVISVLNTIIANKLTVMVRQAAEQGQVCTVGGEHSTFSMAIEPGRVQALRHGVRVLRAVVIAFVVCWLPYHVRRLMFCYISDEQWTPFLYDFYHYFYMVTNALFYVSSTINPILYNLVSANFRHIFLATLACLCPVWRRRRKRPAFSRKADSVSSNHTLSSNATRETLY
Rac1 GTP hydrolysis: MgcRacGAP GTPase-activating activity inhibitors, confirmation, biochemical, ADP Hunter fluorescence. Rac GTPase-activating protein 1 (Homo sapiens). MgcRacGAP-stimulated Rac1 GTP hydrolysis, ADP Hunter fluorescence; higher % means a stronger effect; GST-tagged Rac1 F28L mutant substrate. inhibition, % at 30 µM; hits with a dose series show IC50 in µM. 340,000 tested, 0.6% active;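 active = first-screen hits whose inhibition reached a set limit at any dose in the follow-up dose series; inconclusive = inhibition above the set first-screen limit but never retested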;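 also: fluorescence reports GDP produced by GAP-driven GTP hydrolysis; strong numbers were not always called active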
NTR1 ag cell count 20 µM: second read-out of NTR1 ag, no call of its own (marks repeat the call); cell count; measured here: cell count, cytotoxicity flag
Dengue-2 NS5 capping pilot replicate: recorded beside Dengue-2 NS5 capping, whose call it bears; inhibition, %; measured here: pilot screen replicate inhibition
* marks the source's active call; other numbers are inactive results; ? = inconclusive; . = no result given; [ ] = another dose, or the depositor's remark.

SMILES	SV40 large T antigen	Dengue-2 NS5 capping	West Nile virus CPE	Siah-1 displacement	AID2073	UTI89 phage lysis	RSV CPE inhibition	NTR1 ag	NTR1 ag cell count 20 µM	Rac1 GTP hydrolysis	others
NS(=O)(=O)c1ccc(CCNC(=O)CNCCc2ccccc2)cc1	3%	-8%	-0.2%	3%	12%	0.3%	2.7%	-0.4	55	29%
CCC(CO)NCC(O)COCc1ccc2c(c1)OCO2 (stereo not drawn)	1%	2%	0.0%	8%	0%	-0.1%	-0.6%	2.7	37	24%
O=C(CC1(CC2=NS(=O)(=O)c3ccccc3N2)CCCC1)NCCc1ccccc1	.	3%	-1.4%	1%	9%	-0.5%	2.0%	-4.2	38	8%
Cn1nnnc1Sc1ncnc2scc(-c3ccc(C#N)cc3)c12	.	-33%	.	.	.	0.2%	-2.1%	3.6	47	18%
O=c1ccc(S(=O)(=O)N2CCCC2)cn1Cc1nc(-c2ccc(F)cc2)no1	.	-3%	.	.	.	1.1%[50 µM]	.	2.9	63	7%
Cc1ccc(C2Nc3ccccc3NC3=C2C(=O)CC(C)(C)C3)c(O)c1 (stereo not drawn)	8%	3%	-2.8%	4%	-5%	0.1%	0.8%	0.8	60	7%	Dengue-2 NS5 capping pilot replicate=-1.2
Cc1ccc(NC(=O)CCC(=O)OCCCC(F)(F)C(F)(F)F)cc1	2%	-1%	-0.1%	1%	3%	0.2%	1.4%	1.1	44	3%
Cc1cc(C)c(S(=O)(=O)Nc2ccc3c(c2)CCC3)c(C)c1	-1%	-2%	-2.1%	-2%	8%	-2.5%[50 µM]	1.4%	23	50	7%
O=C(Cn1cc(S(=O)(=O)Cc2cccc([N+](=O)[O-])c2)c2ccccc21)N1CCOCC1	8%	9%	-0.1%	2%	-4%	0.2%	3.3%	-0.8	65	7%
CC(C)CNC(=O)CSc1nnc2ccccn12	9%	-2%	0.9%	7%	7%	1.0%	2.5%	0.3	53	12%
Cc1cc(Br)ccc1NC(=O)CN(C)C(=O)COc1cccc2c1OC(C)(C)C2	16%	-1%	.	.	.	0.8%[50 µM]	0.3%	0.1	48	5%
O=C(NCc1cccs1)c1cc(-c2ccc(O)cc2)on1	21%	-6%	?	-5%	9%	0.2%	1.6%	2.1	56	8%
O=C1C2CC=CCC2C(=O)N1n1cnnc1 (stereo not drawn)	5%	-7%	0.0%	3%	3%	0.2%	-0.6%	0.7	39	9%
CCCSc1nnc(Cn2c(=O)sc3ccccc32)n1C	0%	-3%	0.1%	18%	-6%	5.3%	0.9%	-2.5	62	1%
O=C(Nc1nnc(SCc2ccccc2)s1)c1ccco1	6%	-4%	0.6%	1%	11%	-0.2%	1.1%	-1.1	64	8%
O=C(NC1CCCCC1)n1c(=O)oc2cc(S(=O)(=O)N3CCCCC3)ccc21	3%	2%	0.2%	1%	?	-2.8%	0.5%	-2.0	59	3%
CCc1nonc1NC(=O)c1oc2ccc(F)cc2c1C	4%	-16%	-0.5%	12%	16%	0.4%	0.9%	-0.9	70	0%
CCc1cc(CN2CCOCC2)c(NC(=O)c2ccccc2)s1	17%	-4%	-0.2%	0%	-10%	0.4%	1.8%	0.8	65	4%
COc1ccc(C(=O)NC(C(=O)NCC2(N3CCCCC3)CCCCC2)C(C)C)cc1 (stereo not drawn)	.	-14%	.	.	.	1.1%[50 µM]	0.4%	1.7	71	0%
O=C(CC(NS(=O)(=O)c1ccc(Cl)cc1)c1ccco1)NC1CCCC1 (stereo not drawn)	-5%	-3%	-0.3%	3%	4%	1.2%	0.2%	0.6	57	6%
Cc1nnc(Nc2ccccn2)c2ccccc12	20%	-2%	.	18%	15%	4.3%[50 µM]	1.9%	1.3	52	12%
Cn1c(SCC(=O)Nc2nc(C(C)(C)C)cs2)nnc1C1CC1	6%	-8%	-0.7%	0%	4%	0.2%	20%	-0.9	45	2%
CC(C)(C)[C@@H]1COC(=O)[C@@H](Cc2ccc(F)cc2)C/C=C\C[C@H](CC(=O)N(CCO)Cc2ccccc2)C(=O)N1	.	3%	.	.	.	-1.2%	.	3.8	43	6%
COc1cccc(OCCSc2nc(N)cc(N)n2)c1	3%	-4%	1.6%	-2%	1%	0.8%	11%	-2.6	60	10%
COc1ccc(S(=O)(=O)N2CCN(C(=O)C3CC3)CC2)cc1Br	.	-2%	.	.	.	0.6%[50 µM]	-0.4%	2.3	57	-1%
COc1cc(Cl)c(C)cc1NC(=S)NN	29%	-1%	-0.4%	-2%	-11%	0.4%	0.1%	3.5	61	3%
COCCN(CC(=O)Nc1cccc(C)c1C)C(=O)c1cc(S(=O)(=O)N2CCCC2)ccc1C	.	-2%	.	.	.	0.3%[50 µM]	-0.8%	-0.6	89	1%
Cc1ccnc(N2CCCC(C(=O)Nc3nnc(C)s3)C2)n1 (stereo not drawn)	7%	0%	0.4%	1%	4%	4.6%	0.4%	0.1	67	9%
COc1ccccc1-c1nnc(SCC(=O)NNC(=O)c2ccccc2F)n1C	.	-8%	.	.	.	0.8%[50 µM]	-0.4%	-0.4	63	7%
CN(C(=O)COc1cc(=O)n(C)c2ccccc12)c1ccc(Cl)cc1	5%	1%	0.0%	-2%	-2%	1.7%	-0.1%	1.9	56	-1%
O=C(CCc1nnc(Cc2ccc3c(c2)OCO3)o1)N(CC1CCC1)CC1CCCO1 (stereo not drawn)	6%	1%	-0.7%	3%	-14%	-0.1%	0.6%	0.9	66	8%
Cc1ccc2c(c1)N(CC(=O)NCCCN1CCCCC1C)C(=O)c1cccnc1O2 (stereo not drawn)	15%	-16%	0.0%	-4%	8%	1.9%	0.1%	-0.1	67	8%
O=C(CN1C(=O)S/C(=C/c2cccs2)C1=O)N1CCOCC1	5%	4%	-0.2%	2%	8%	1.4%	-0.7%	-0.4	35	14%
COc1ccc(S(=O)(=O)N(CC(N)=O)C2CCCCC2)cc1Cl	-8%	-7%	0.2%	-1%	6%	0.4%	1.4%	1.2	67	4%
Cn1c(=O)[nH]c(=O)c2c1nc(CN1CCOCC1)n2Cc1ccc(F)cc1	10%	1%	0.1%	2%	9%	0.1%	-0.3%	-0.2	73	4%
CCc1cc2c(=O)oc(-c3ccc(F)cc3)nc2s1	3%	-5%	-0.4%	14%	3%	1.5%	1.8%	1.4	57	3%
CN(C(=O)Cn1c(=O)oc2ccccc21)C1CCCCC1	.	-3%	.	.	.	-0.4%	1.1%	-2.2	57	3%
Cc1ccc(-n2nnnc2SCC(=O)Nc2ccc(N3CCN(C)CC3)cc2)c(C)c1	18%	-6%	1.7%	0%	12%	0.7%	-0.7%	0.2	68	5%
O=S(=O)(c1cccc(Cn2nnc(-c3ccccc3)n2)c1)N1CCOCC1	.	0%	.	.	.	0.6%[50 µM]	.	0.2	68	-1%
CN(C)CCNC(=O)Nc1ccc([N+](=O)[O-])cc1	17%	2%	-0.5%	-1%	4%	-0.1%	1.0%	-1.4	25	5%
OCCC1CN(Cc2cnc(N3CCCC3)s2)CCN1Cc1ccccc1 (stereo not drawn)	11%	-2%	-0.8%	2%	-12%	0.1%	0.5%	0.2	48	4%
COc1cc2c(cc1OC)CN(C(=O)c1cc(S(=O)(=O)N3CCOCC3)ccc1Cl)CC2	9%	-10%	-1.0%	-3%	0%	-0.1%	0.4%	-2.1	85	4%
COc1ccc(NC(=S)N2CCN(C(=O)c3ccccc3)CC2)cc1	-1%	-10%	0.4%	2%	-16%	-1.1%	-0.5%	-1.4	35	-11%
Cc1cccc(NC(=O)CSCc2cc(=O)n3nc(C4CC4)sc3n2)c1	5%	-9%	-0.4%	2%	11%	0.1%	1.3%	0.1	76	6%
COc1ccc(NC(=O)C(=O)NCC(c2ccco2)N2CCc3ccccc3C2)cc1 (stereo not drawn)	16%	-4%	.	.	.	0.9%[50 µM]	1.3%	0.4	57	7%
CN(C)/C(CN1CCOCC1)=C1\N=C(c2ccccc2)OC1=O	5%	2%	-0.8%	7%	3%	6.3%	0.5%	-1.4	63	7%
Cc1ccc(C)c(NC(=O)CN(C)S(=O)(=O)c2cccc3cccnc23)c1	14%	-1%	0.1%	1%	-1%	-0.3%	15%	0.1	67	10%
COc1ccc(OC)c(C(=O)c2coc3ccc(OC)cc23)c1	5%	-2%	-0.7%	-5%	-2%	-0.2%	2.0%	2.2	42	3%
CCOC(=O)c1cc(-c2ccc3c(c2)OCCO3)n[nH]1	25%	-3%	0.6%	-2%	5%	1.1%	1.6%	-0.8	58	2%
CN1C(C(=O)Nc2cccc(O)c2)=CC(c2cccs2)=NS1(=O)=O	13%	-1%	-0.5%	2%	13%	1.5%	1.8%	4.8	57	4%
Later entries:
SMILES	SV40 large T antigen	Dengue-2 NS5 capping	West Nile virus CPE	Siah-1 displacement	AID2073	UTI89 phage lysis	RSV CPE inhibition	NTR1 ag	NTR1 ag cell count 20 µM	Rac1 GTP hydrolysis	others
Cc1ccc(NC(=O)CSc2nc3ccccc3nc2N2CCOCC2)c(C)c1	6%	1%	-1.4%	-5%	-6%	2.5%	1.7%	1.8	54	13%
Cc1ccc(C(=O)NCc2ccco2)cc1Br	3%	-7%	0.7%	3%	4%	2.7%	-1.0%	-2.0	46	3%
CCC(=O)N1CCc2cc(S(=O)(=O)NC(CC(C)C)C(=O)N3CCc4ccccc43)ccc21 (stereo not drawn)	8%	-8%	-0.2%	2%	20%	0.1%	0.5%	-0.7	79	7%
O=C1CCN(S(=O)(=O)c2ccccc2)N1	0%	0%	.	3%	13%	0.1%	1.0%	0.1	79	-46%
c1ccc(-c2nc(CSc3nnnn3-c3ccccc3)cs2)cc1	6%	-2%	-0.2%	0%	2%	0.0%	13%	4.4	59	11%
CC1CC(=O)N(CC(=O)Nc2ccc(Br)cc2)c2ccccc2S1(=O)=O (stereo not drawn)	13%	-9%	-0.3%	0%	3%	2.4%	8.1%	2.6	60	7%
Cc1ccc(C2CCN(C(=S)NC(C)(C)C)C2)cc1 (stereo not drawn)	4%	-2%	-1.3%	-4%	-10%	0.2%	17%	1.3	47	8%
O=C(CCC(=O)N/N=C/c1ccco1)N/N=C/c1ccco1	8%	.	0.1%	7%	10%	.	-0.3%	0.0	59	.
Cc1cc(C(C)(C)C)oc1C(=O)N(CC(=O)NC1CCCC1)Cc1ccc(F)cc1	8%	-2%	-1.1%	0%	0%	-0.3%	1.4%	1.7	62	0%
